GAA glycogen mod – alters human alpha-glucosidase cleavage of glycogen; recombinant GAA, glycogen substrate, Amplex Red glucose oxidase fluorescence; Potency, µM (titrated, usually from 76.4 µM), for the others: at the top dose activity change, negative = inhibition, hits mostly inhibitors; P10253; 300,000 tested, 0.38% active; active means well fitted inhibition curve with a large enough effect;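 further: 0% = full enzyme reaction and -100% = no-enzyme basal signal; the screen sought inhibitors and activators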
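qHTS, 1536-well; enzyme 4 nM final; cpd up to 77 uM; substrate bovine liver glycogen 30 ug; 50 mM citrate/phosphate pH 5.0, 0.01% Tween-20; 37 C, 40 min; Amplex Red detection 45 min RT; Hill fit → AC50.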
An asterisk follows results filed as active; & = joins results of further samples; [ ] = remark or other dose. Potency means the concentration at half of the fitted maximal effect. These rows are one share of the data, so the mix of outcomes need not match the whole.

SMILES	GAA glycogen mod
O=C(NCc1ccncc1)C(=O)NCC1OCCN1S(=O)(=O)c1ccc(Cl)cc1 (centres undefined)	-2%[76.3 µM]
O=C(NCCN1CCCC(O)C1)c1cc(COc2c(F)cccc2F)on1 (centres undefined)	9%[76.3 µM]
Cc1[nH]c2ccccc2c1-c1nc2ccccc2[nH]c1=O	2%[76.3 µM]
CCOc1ccccc1NC(=O)C1CCC(=O)N1S(=O)(=O)c1ccc(C)cc1 (centres undefined)	-1%[76.3 µM]
C=CCNC(=O)C1CC(=O)N(c2ccc(OCC(=O)Nc3ccc(CC)cc3)cc2)C1 (centres undefined)	-4%[76.3 µM]
O/N=C/c1cccc[n+]1CCCCCC[n+]1ccccc1/C=N/O	-5%[76.3 µM]
O=C(NCCc1ccccc1)C(=O)NCC1OCCN1S(=O)(=O)c1ccc(F)cc1 (centres undefined)	18%[76.3 µM]
CC(=O)Nc1ccc(S(=O)(=O)Nc2nc3nc(-c4ccccc4)cc(-c4ccccc4)n3n2)cc1	-5%
COc1ccc(NC(=O)N2C3CCCC2CC(NC(=O)c2ccccc2)C3)cc1 (centres undefined)	-1%
COc1cccc(CNC(=O)CCCNC(=O)c2ccc(Cl)cc2)c1	-5%[76.3 µM]
CCc1ccc(OCC(=O)N(Cc2ccccc2)C2CCS(=O)(=O)C2)cc1 (centres undefined)	-4%[76.3 µM]
COC(=O)c1ccc(NC(=S)NC(=O)C2CCC2)cc1	-6%[76.3 µM]
Cc1ccc(OCc2cc(C(=O)NCCn3cccn3)no2)cc1C	-2%[76.3 µM]
COc1ccc(C(=O)NCC(=O)NCC(=O)OCC(=O)c2ccc(C)cc2)cc1	0%[76.3 µM]
Cc1cc(S(=O)(=O)N2CCCCC2)ccc1OCC(=O)Nc1ccccc1	2%[76.3 µM]
CC(C)[C@H](NC(=O)N1CC(=O)Nc2ccccc21)C(=O)N[C@H](C(=O)O)c1ccccc1	-3%[76.3 µM]
Cc1ccc(Nc2ncnc3sccc23)c(C)c1	8%
COc1ccc(CNCc2ccccc2C(F)(F)F)cc1	8%[76.3 µM]
Cc1ccccc1CN1CCN(CC(=O)NC(C)c2ccccc2)CC1 (centres undefined)	-2%[76.3 µM]
O=c1oc(-c2cccc([N+](=O)[O-])c2)nc2ccccc12	-12%[76.3 µM]
O=C(CCc1nnc2ccc(N3CCCCC3)nn12)NCC1CCN(Cc2ccc(F)cc2)CC1	-2%[76.3 µM]
Cc1ccc(C(=O)NCCNC(=O)c2ccc(F)cc2)cn1	-3%[76.3 µM]
COc1cc(Cl)ccc1OCc1cc(C(=O)N(C)C2CCOC2)no1 (centres undefined)	1%[76.3 µM]
CCC(CC)C(=O)Nc1nnc(S(=O)(=O)Nc2ccccc2C)s1	1%
CCOc1ccc(C(C(=O)NCC2CCCO2)N(C(=O)c2snc(C(N)=O)c2N)c2ccc3c(c2)OCCO3)cc1 (centres undefined)	4%
SMILES	GAA glycogen mod
COc1cc(NC(=O)CSc2nc3ncnc(N)c3[nH]2)c(C(=O)O)cc1OC	-6%[76.3 µM]
COC(=O)c1ccc(NC(=O)CN2C(=O)c3ccccc3S2(=O)=O)cc1	-4%
Cc1ccc(S(=O)(=O)N2CCN(C)CC2)cc1	18%[76.3 µM]
Cc1nonc1CC(=O)NC1CCCc2c1cnn2-c1ccc(F)cc1F (centres undefined)	-7%[76.3 µM]
Cc1cc(C)cc(NS(=O)(=O)c2ccc3c(c2)C(C)(C)C(=O)N3C)c1	5%[76.3 µM]
CC(=O)Oc1ccc(-c2csc(Nc3ccc(Cl)cn3)n2)cc1	-10%[76.3 µM]
COc1ccc(C(=O)NCCCNC(=O)c2cccnc2)cc1Br	-4%[76.3 µM]
Cc1ccccc1C(=O)NCCn1cc(SCC(=O)NCC2CCCO2)c2ccccc21 (centres undefined)	-1%[76.3 µM]
CC(=O)Oc1ccc(C(=O)Nc2ccccc2C(=O)Nc2cccc(C(=O)O)c2)cc1	6%[76.3 µM]
CCOCCCNC(=O)c1ccc2c(c1)ncn2-c1ccc(CC)cc1	-1%
COc1ccc(NC(=O)C/C(C)=N/NC(=O)c2ccco2)c([N+](=O)[O-])c1	-3%[76.3 µM]
CC(C)CCc1c(O)nc(SCC(=O)N2CCCCCC2)[nH]c1=O	-3%[76.3 µM]
O=C(N/N=C/c1coc2ccc(Cl)cc2c1=O)c1cc(O)cc(O)c1	-11%[76.3 µM]
O=c1[nH]cnc2c1c(-c1ccccc1)cn2-c1cccc(Cl)c1	0%[76.3 µM]
Cn1ncc([N+](=O)[O-])c1C(=O)NC1CCCCCC1	-1%[76.3 µM]
COc1ccccc1OCc1cc(C(=O)NCCN2CCCC(O)C2)no1 (centres undefined)	1%[76.3 µM]
Cc1ccc(C(=O)OCC(=O)NNC(=O)c2ccccc2)c(O)c1	-4%[76.3 µM]
O=C1CCCN2N=C(SCC(=O)Nc3cccc(F)c3)SC2=N1	-7%
CCCN1CCC(=O)N([C@H](CSc2ccccc2)CC(C)C)CC1	-13%[76.3 µM]
COc1cc2ccccc2cc1C(=O)Nc1ccc(Br)cn1	-2%[76.3 µM]
CC(C)c1nc2cc(C(=O)N3CCNC(=O)C3c3cccc(F)c3)ccc2o1 (centres undefined)	-1%[76.3 µM]
CCCCCCCOc1ccc(C2(C)NC(=O)NC2=O)cc1 (centres undefined)	-1%[76.3 µM]
CCCc1ccc2oc(C(=O)NCc3nnc(C)o3)c(C)c2c1	-2%[76.3 µM]
CCOc1ccc(CCNC(=O)Nc2cccc(OC)c2)cc1OCC	-2%
O=C(Nc1ccccc1)Nc1n[nH]c2nnc(-c3ccccc3)c(-c3ccccc3)c12	-2%[76.3 µM]
SMILES	GAA glycogen mod
COc1ccc(C(=O)N2CCC(n3nccc3NC(=O)C3CC3)CC2)c(OC)c1OC	-9%[76.3 µM]
Cc1cccc(/C=N/NC(=O)c2ccc(NC(=O)c3ccccc3Cl)cc2)n1	-6%
C#CCOc1ccc(/C=C2/C(=O)ON=C2C)cc1Cl	7%
O=C(CCN1C(=O)c2ccccc2C1=O)NCc1ccc(F)cc1	-2%[76.3 µM]
C=CCNC(=O)CN1CCC(c2nc3ccccc3[nH]2)CC1	-2%[76.3 µM]
COc1ccc(-n2nc3cc(N)c(Br)cc3n2)cc1	-13%[76.3 µM]
CCOC(=O)c1cnc2c(ccc3ccccc32)c1N	10%[76.3 µM]
O=c1[nH]c(C2CCN(S(=O)(=O)c3ccc(S(=O)(=O)NC4CC4)cc3)CC2)nc2c1nnn2Cc1cccc(F)c1	-19%
COc1ccc(-n2ncc3c2CC(C)(C)CC3NC(=O)C2=CC(=O)CC(C)(C)O2)cc1 (centres undefined)	-17%[76.3 µM]
CCCCCCC/C=N/Nc1nnc(Cc2ccccc2)c(=O)[nH]1	1%
COc1cc(CN(C)Cc2cc(=O)oc3cc(C)c(Cl)cc23)ccc1OC(F)F	-18%[76.3 µM]
COc1ccc(N2CCN(C(=O)C3(S(=O)(=O)c4ccc(C)cc4)CC3)CC2)cc1	-1%
COc1cccc(-c2nc(CS(=O)(=O)CC(=O)Nc3ccccc3Br)c(C)o2)c1	0%[76.3 µM]
O=C(N/N=C/c1ccccc1F)c1cccc2ccccc12	5%
CCc1c(C)sc(NC(=O)CN2CCN(C(=O)c3ccco3)CC2)c1C(=O)OC	-1%[76.3 µM]
CCCCC(=O)Oc1c(S(=O)(=O)c2ccccc2)c(C)nn1C(C)(C)C	-5%
Cc1cc(NC(=O)c2ccc(Cl)cc2)n(CCC#N)n1	-12%
O=C(N/N=C/C(Br)=C/c1ccccc1)c1ccccc1[N+](=O)[O-]	8%[76.3 µM]
O=C1COc2ccc(S(=O)(=O)NCCc3ccc(Cl)cc3)cc2N1	-13%
CCOc1ccc(NC(=O)CCNC(=O)c2ccco2)cc1	0%
COc1ccc(/C=C2\Oc3cc(OCC(=O)N4CC(O)C[C@H]4C(=O)O)ccc3C2=O)cc1OC (some centres undefined)	-21%[76.3 µM]
COc1ccc(CC(=O)O/N=C(\N)c2ccc(Br)cc2)cc1OC	-5%[76.3 µM]
Cc1cc(C)c(S(=O)(=O)c2ccccc2)c(=O)[nH]1	2%
Cc1cccc(OCC(=O)O/N=C(\N)c2ccncc2)c1	-2%
O=C(COc1ccccc1)Nc1ccc(S(=O)(=O)Nc2ccccn2)cc1	-9%

Reformatted as a markdown table: part of the list above.
| SMILES | GAA glycogen mod |
| --- | --- |
| COc1ccc(N2CCN(C(=O)C3(S(=O)(=O)c4ccc(C)cc4)CC3)CC2)cc1 | -1% |
| COc1cccc(-c2nc(CS(=O)(=O)CC(=O)Nc3ccccc3Br)c(C)o2)c1 | 0%[76.3 µM] |
| O=C(N/N=C/c1ccccc1F)c1cccc2ccccc12 | 5% |
| CCc1c(C)sc(NC(=O)CN2CCN(C(=O)c3ccco3)CC2)c1C(=O)OC | -1%[76.3 µM] |
| CCCCC(=O)Oc1c(S(=O)(=O)c2ccccc2)c(C)nn1C(C)(C)C | -5% |
| Cc1cc(NC(=O)c2ccc(Cl)cc2)n(CCC#N)n1 | -12% |
| O=C(N/N=C/C(Br)=C/c1ccccc1)c1ccccc1[N+](=O)[O-] | 8%[76.3 µM] |
| O=C1COc2ccc(S(=O)(=O)NCCc3ccc(Cl)cc3)cc2N1 | -13% |
| CCOc1ccc(NC(=O)CCNC(=O)c2ccco2)cc1 | 0% |
| COc1ccc(/C=C2\Oc3cc(OCC(=O)N4CC(O)C[C@H]4C(=O)O)ccc3C2=O)cc1OC (some centres undefined) | -21%[76.3 µM] |
| COc1ccc(CC(=O)O/N=C(\N)c2ccc(Br)cc2)cc1OC | -5%[76.3 µM] |
| Cc1cc(C)c(S(=O)(=O)c2ccccc2)c(=O)[nH]1 | 2% |
| Cc1cccc(OCC(=O)O/N=C(\N)c2ccncc2)c1 | -2% |
| O=C(COc1ccccc1)Nc1ccc(S(=O)(=O)Nc2ccccn2)cc1 | -9% |

Going on with the list:
SMILES	GAA glycogen mod
CCOc1ccccc1NC(=O)CN(c1ccc(OC)cc1)S(=O)(=O)c1c(C)[nH]c(=O)[nH]c1=O	-14%[76.3 µM]
COc1ccc(-n2c(SC(C)C(=O)N3CCOCC3)nc3ccccc3c2=O)cc1 (centres undefined)	1%[76.3 µM]
O=C(NC(Cc1ccccc1)C(=O)O)/C(=C/c1cccc([N+](=O)[O-])c1)NC(=O)c1cccc(Br)c1 (centres undefined)	-10%
c1ccc(CN2CCN(C(c3ccccc3)c3ccccc3)CC2)cc1	-2%[76.3 µM]
CC(=O)Nc1ccc(S(=O)(=O)NCCCc2ccccc2)cc1	-17%[76.3 µM]
CC1CC2(CCCC2)N(C(=O)N(C)C)c2ccc(F)cc21 (centres undefined)	3%
COc1cccc(CCNC(=O)C2CCC(=O)N(C3CC3)C2)c1OC (centres undefined)	-18%[76.3 µM]
Cc1noc(C)c1CSCC(=O)N(C)CC(=O)Nc1cccc(F)c1	-1%[76.3 µM]
COc1ccccc1Nc1nc(C)nc2c1oc1ccccc12	-7%
O=C(CCCc1c[nH]c2ccccc12)N[C@@H](Cc1c[nH]c2ccccc12)C(=O)O	0%
CN(C)c1ccc(NC(=S)NC23CC4CC(CC(C4)C2)C3)cc1	-3%
Nc1ccc(NC(=O)CCN2CCOCC2)cc1	-10%[76.3 µM]
CCN1C(=NCCc2c[nH]c3ccccc23)N[C@@H](c2ccccc2)C(C(=O)OC)=C1C	14%&17%[76.3 µM]
Cc1ccccc1C1NC(c2ccccc2C)C(C)C(=O)C1C (centres undefined)	-2%
Cc1ccc(C(=O)N/C(=C\c2ccc(-c3cccc([N+](=O)[O-])c3)o2)C(=O)NCCCN(C)C)cc1	-10%[76.3 µM]
CN1C(C(=O)Nc2ccc(OC(F)(F)F)cc2)=CC(c2ccco2)=NS1(=O)=O	-27%[76.3 µM]
Cc1ccc(-n2nc3c(=O)n(CCCC(=O)NCCc4ccccc4C)nc(C)c3c2C)cc1	0%[76.3 µM]
CCOc1ccc(NS(=O)(=O)c2c(C(=O)N3CCCCCC3)c(C)n(C)c2C)cc1	-14%[76.3 µM]
Cn1ncc(Br)c1NC(=O)c1cc(Cl)cc(Cl)c1	0%
Cc1c(OCC(=O)C(C)(C)C)ccc2c3c(c(=O)oc12)CCCC3	12%[76.3 µM]
COc1ccc(N2CCN(C(=O)NCc3cccc(OC)c3)CC2)cc1	-6%
Cc1ccc(Cl)cc1NS(=O)(=O)N1CCOCC1	3%[76.3 µM]
Cc1c(CCC(=O)N[C@@H](C)C(=O)O)c(=O)oc2cc3oc4c(c3cc12)CCCC4	-4%
O=C(Nc1cccc(-c2nn[nH]n2)c1)c1cccs1	-7%[76.3 µM]
CCOc1ccc(CN(C)C(=O)NNC(=O)c2ccc(C)cc2)cc1OC	3%
SMILES	GAA glycogen mod
CCOC(=O)c1c(CN(CC)CC)n(-c2ccccc2)c2ccc(O)cc12	-2%
Cc1cc(NC(=O)CCC(=O)N(c2ccc(F)cc2)C(C(=O)NC2CCCC2)c2ccccc2)no1 (centres undefined)	10%
O=C(NCc1ccc(F)cc1)C1CCCN1C(=O)Nc1ccc(Cl)cc1 (centres undefined)	-1%
CNC(=O)c1cc(S(=O)(=O)N2CC(C)OC(C)C2)ccc1N1CCOCC1 (centres undefined)	-2%[76.3 µM]
COc1ccc(C(=O)NCc2ccc3c(c2)OCO3)c(OC)c1	-9%[76.3 µM]
COc1ccc(NS(=O)(=O)c2cccc(C(=O)NCC3(N4CCOCC4)CCCCC3)c2)cc1	-3%[76.3 µM]
COc1cccc(-c2nc(CS(=O)(=O)CC(=O)NC3CCC(C)CC3)c(C)o2)c1 (centres undefined)	-6%[76.3 µM]
CCn1cc(C(=O)N[C@H](C(=O)NCCCO)C(C)C)c(=O)c2cc3c(cc21)OCO3	-2%
Cc1cccc(C(=O)NC2CC3CCCC(C2)N3Cc2ccccc2)c1 (centres undefined)	-4%[76.3 µM]
CC(=O)c1ccc(NC(=O)c2ccc3c(c2)C(=O)N(c2ccccn2)C3=O)cc1	-1%
CCOc1ccc(S(=O)(=O)NCC2CCCO2)cc1NC(=O)c1ccccc1F (centres undefined)	-6%[76.3 µM]

Bioassay records from PubChem.
